AmpC inh no detg = blocks E. coli AmpC beta-lactamase in detergent-free assay. P00811. AmpC nitrocefin hydrolysis, absorbance 480 nm, 0.0001% Triton. Potency, µM (series often up to 57.1 µM), without a hit: at the top dose activity change, negative = inhibition, actives largely listed as inhibitors. hit rate 0.52% among 330,000;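 note: potency is the fitted concentration of half-maximal effect; plate controls were no compound for no effect and no enzyme for full effect; nearly all actives have a fitted effect of over 20% in size; some results filed as inactive show a strong effect at the top dose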
Target sequence (P00811 whole entry, looked up): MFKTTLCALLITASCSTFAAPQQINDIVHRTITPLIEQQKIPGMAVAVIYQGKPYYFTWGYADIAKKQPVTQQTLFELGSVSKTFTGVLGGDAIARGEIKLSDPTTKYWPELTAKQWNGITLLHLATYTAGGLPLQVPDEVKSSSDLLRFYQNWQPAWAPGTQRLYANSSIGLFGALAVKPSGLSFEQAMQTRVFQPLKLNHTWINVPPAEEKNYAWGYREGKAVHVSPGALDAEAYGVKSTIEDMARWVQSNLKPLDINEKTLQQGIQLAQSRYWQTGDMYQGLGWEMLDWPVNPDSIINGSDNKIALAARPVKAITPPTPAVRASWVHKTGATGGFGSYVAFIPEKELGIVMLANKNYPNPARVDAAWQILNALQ
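20 mM phosphate pH 7.0 + 0.01% (detergent screen) or 0.0001% Triton X-100; 5.3 nM AmpC reagent; cpd preinc 15 min RT; nitrocefin (800 uM stock) to start; A480 q20 s × 4 min; Activity was normalised to no-enzyme and no-compound control wells.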
LmPK inh = blocks Leishmania mexicana pyruvate kinase activity; Potency, µM (doses to about 57.5 µM), inactives show at the top dose activity change, negative = inhibition, hits mostly inhibitors; hit rate 0.37% among 290,000; purified LmPK, Kinase-Glo ATP luminescence, 1 h; AID 1721; Q27686; note: potency is the fitted concentration of half-maximal effect
Target sequence (Q27686 whole entry, looked up): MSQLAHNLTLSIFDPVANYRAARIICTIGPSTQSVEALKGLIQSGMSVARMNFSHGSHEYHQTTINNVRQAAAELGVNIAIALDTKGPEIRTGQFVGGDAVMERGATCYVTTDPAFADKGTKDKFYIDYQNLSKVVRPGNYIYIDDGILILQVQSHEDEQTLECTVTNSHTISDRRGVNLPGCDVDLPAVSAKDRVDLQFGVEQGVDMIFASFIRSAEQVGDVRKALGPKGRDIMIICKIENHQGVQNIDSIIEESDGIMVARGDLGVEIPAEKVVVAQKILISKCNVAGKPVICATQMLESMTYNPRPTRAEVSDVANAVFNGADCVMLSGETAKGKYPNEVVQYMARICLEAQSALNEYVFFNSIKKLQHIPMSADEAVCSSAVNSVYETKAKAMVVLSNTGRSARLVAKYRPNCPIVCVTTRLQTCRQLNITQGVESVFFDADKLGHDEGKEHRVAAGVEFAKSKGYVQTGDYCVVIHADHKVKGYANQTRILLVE
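Screened at intermediate enzyme activity to detect both inhibitors and activators: LmPK at 0.1 nM, with a 0.5 nM enzyme column as activation reference. PEP 0.5 mM, ADP 0.1 mM; ATP detected by luminescence after 1 h.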
AMA1-RON2 inh = inhibitors of Plasmodium falciparum AMA1-RON2 interaction; hit rate 0.2% among 360,000; AID 720542; AlphaScreen AMA1-biotinylated RON2 peptide binding; Potency, µM (highest dose often 58.2 µM), without a hit: at the highest dose activity change, negative = inhibition, actives largely listed as inhibitors;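 note: potency is the fitted concentration of half-maximal effect; 0% = vehicle wells and -100% = peptide control; nearly all actives have a fitted effect of over 45% in size; some results filed as inactive show a strong effect at the top dose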
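AMA1 (3D7) with his tag at 25 nM final met compounds first, then biotinylated RON2 peptide at 25 nM; detection used donor plus acceptor beads, 10 µg/mL apiece, read by AlphaScreen after 30 min at room temperature.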
Tb PYK inh = blocks Trypanosoma brucei pyruvate kinase | Q57TT1 | TbPYK enzyme, Kinase-Glo Plus ATP luminescence, 45 min | Potency, µM (doses to about 76.8 µM), inactives show at the highest dose activity, negative = inhibition, hits mostly inhibitors | hit rate 0.12% among 410,000 | AID 624173; note: potency is the fitted concentration of half-maximal effect; nearly all actives have a fitted effect of over 50% in size
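ADP (130 uM final) triggers the TbPYK reaction after compound addition; incubation is 45 min at room temperature. Kinase-Glo Plus is then added and luminescence imaged. Normalized data are fitted to concentration-effect curves.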
AmpC inh detg = AmpC beta-lactamase inhibition with detergent present; P00811; AmpC hydrolysis of nitrocefin, absorbance 480 nm, 0.01% Triton; Potency, µM (titrated, usually from 114 µM), for the others: at the top dose activity change, negative = inhibition, usual class: inhibitors; hit rate 0.041% among 370,000;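 note: potency is the fitted concentration of half-maximal effect; 0% = no-compound wells and -100% = no-enzyme wells; nearly all actives have a fitted effect of over 25% in size; some results filed as inactive show a strong effect at the top dose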
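AmpC (5.3 nM in the dispensed reagent) in 20 mM phosphate pH 7.0 with 0.01% (detergent screen) or 0.0001% Triton X-100 was preincubated with compounds for 15 min at room temperature. Nitrocefin was then added from an 800 uM solution, and hydrolysis was followed at 480 nm.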
HCMV inh = human cytomegalovirus inhibition; HFF cells, HCMV-luciferase reporter, 72 h; stronger effect = lower value; activity change, negative = inhibition, % at 57.5 µM; hit rate 4.5% among 410,000; AID 1259415; in the data active = activity change below about -60%; inconclusive = no clear call, values can overlap the other calls; inactive = above about -39%
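Cell-based, HFFs, 1000 cells/well, 16 h 37C; cpds in DMSO + HCMV-luc, MOI 1 PFU/cell; 72 h 37C; OneGlo luminescence after 5 min RT; norm. to buffer vs Salinomycin 10uM.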
Sm TGR block = blocks Schistosoma mansoni thioredoxin glutathione reductase; Q962Y6; purified TGR, DTNB reduction, TNB absorbance 405 nm; Potency, µM (highest dose often 114 µM), for inactives: at the highest dose activity change, negative = inhibition, usual class: inhibitors; hit rate 3% among 360,000; AID 485364; note: potency is the fitted concentration of half-maximal effect; nearly all actives have a fitted effect of over 60% in size
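First, TGR (20 nM dispensed) and NADPH were mixed with compound. Second, a 15 min room-temperature incubation followed. Third, further NADPH and then DTNB were added to start the reaction. Finally, TNB absorbance was monitored kinetically.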
The depositor's hits bear a star; ? = inconclusive; . = no result given; [ ] = dose if it differs, or a comment. Unless noted, calls come from the whole dose curve; as a rule, active = well fitted curve in the direction sought with a large enough effect; inconclusive = small, poorly fitted or top-dose-only effect, or another doubt; inactive = no such curve, though single readings can be large; an effect the other way counts as inactive or inconclusive. Unless noted, % is set by controls: 0 for no effect and ±100 for the full control effect. An unsorted share of the library. About 7.4% of those tested had a hit in this group.

SMILES | AmpC inh no detg | LmPK inh | AMA1-RON2 inh | Tb PYK inh | AmpC inh detg | HCMV inh | Sm TGR block
COc1ccc(C2=Nn3c(nnc3C(F)(F)F)SC2)cc1 | 0% | 7% | 7% | -2% | -18% | -4 | 16%
CC1(C)CC(=O)c2cc(OCC(=O)N3CCN(Cc4ccccc4)CC3)ccc2O1 | 102%[activator] | 6% | 8% | 3% | 0% | 1 | 6%
CCC(C)c1ccc(NC(=O)COC(=O)C2CCCC2)cc1 (stereo not drawn) | 10% | . | 18% | -5% | . | 96 | .
CCC(C)[C@H](NC(=O)NCc1ccc(Cl)cc1)C(=O)OC (stereo partly drawn) | -5% | 0% | -2% | 1% | -11% | -15 | 1%
Cc1ccc(OC(=O)CSc2nnc(-c3ccc4c(c3)OCO4)o2)c(C)c1 | . | . | . | 1% | 6% | -7 | -2%
CCN(CC)CCNC(=O)c1ccc(NC(=O)C2CC(=O)N(CCc3ccc(OC)c(OC)c3)C2)cc1 (stereo not drawn) | -9% | . | 82%[activator] | -4% | 0% | 0 | -22%
CC(C)CNC(=O)c1cccc(NC(=O)c2ccccc2-c2ccccc2C(=O)O)c1 | -13% | -1% | -1% | 2% | ? | 3 | -10%
Clc1cccc(Cl)c1CSc1nnc2ccccn12 | -15% | 0% | -16% | -16% | 7% | 3 | 1%
COC(=O)CN1C(=O)N/C(=C/c2ccc(OC)c(C)c2OC)C1=O | -22% | 2% | 7% | -3% | -9% | 14 | -5%
Cc1cc(NS(=O)(=O)c2ccc(NC(=O)c3ccc([N+](=O)[O-])s3)cc2)nc(C)n1 | -32% | . | -5% | 1% | . | -97* | .
CCOC(=O)c1cc(-c2ccccc2)n(CCC(=O)Nc2cc(C)cc(C)c2)c1C | . | . | . | -2% | 12% | 115 | 12%
Cc1nc2c(c(C)c1CCC(=O)NCc1ccc(F)cc1)c(=O)n(C)c(=O)n2C | . | . | . | -1% | -9% | 6 | -6%
O=C(CN1CCC(Cc2ccccc2)CC1)NC(=O)NCc1ccccc1 | -16% | 3% | -4% | -1% | -9% | 3 | 6%
CCN(C(=O)CN(C)S(=O)(=O)c1ccc2c(c1)c(=O)n(C)c(=O)n2C)c1ccc(OC)cc1 | . | . | . | -4% | 16% | -25 | -1%
COc1ccccc1N1CCN(C(=O)c2cc3c(-c4ccc(Cl)cc4)nn(C)c3s2)CC1 | -17% | 18% | -3% | -7% | ? | 26 | 0%
COc1cccc(NC(=O)C2CCN(S(=O)(=O)c3ccc4c(c3)C(C)(C)C(=O)N4C)CC2)c1 | 16% | -2% | -7% | 1% | -13% | -31 | -12%
O=C(c1ccc(F)cc1)N1CCC(c2nc3ccccc3o2)CC1 | . | . | . | 1% | 5% | 33 | 41%[activator]
COc1ccccc1C(=O)Nc1ccccc1N1CCOCC1 | -21% | -4% | -2% | 6% | 1% | -2 | 3%
CCC(=O)Nc1ccnc(-c2cccnc2)n1 | -6% | 1% | -3% | 2% | -14% | 10 | -23%
O=C(Nc1ccc2c(c1)OCCO2)c1cccnc1 | -13% | -16% | -3% | -5% | ? | 64 | -3%
Cc1ccc(/C=N/NC(=O)CC(=O)NCc2cccnc2)cc1 | -13% | 2% | -3% | 1% | -5% | -26 | -9%
Cc1cnc(NC(=O)CSc2nnc(COc3c(C)cccc3C)o2)s1 | -4% | 7% | 107%[activator] | 3% | -9% | -1 | 0%
Cc1cc(C)c(S(=O)(=O)c2ccccc2C)c(SCC(C)C)n1 | 0.25µM* | -3% | 24% | -3% | 0% | 5 | 1%
C=CCOC(=O)C1=C[C@@H](c2ccccc2)C[C@@H](OCc2ccc(CO)cc2)O1 | 23% | 3% | 2% | 1% | -7% | -2 | -32%
CCOc1ccc(S(=O)(=O)Nc2ccc3c(c2)c2c(n3S(=O)(=O)c3ccc(OCC)cc3)CCCC2=O)cc1 | -33% | 2% | . | . | -1% | -23 | -2%
Cc1ccc(NC(=O)CN2c3ccccc3S(=O)(=O)c3ccccc32)cc1F | . | . | . | 2% | 3% | 18 | 1%
Cc1ccc(C2CC(=O)Nc3c2c(C)nn3-c2nc(C)cc(C)n2)c(C)c1 (stereo not drawn) | . | . | . | -1% | 16% | 9 | -1%
CC1CCN(c2ccccc2NC(=S)NC(=O)c2ccco2)CC1 | . | . | -19% | -3% | . | -36 | .
COc1cccc(CN(CC(=O)NC2CCCC2)C(=O)c2csnn2)c1 | 4% | -1% | 1% | -19% | 2% | -6 | -12%
Cn1nc(-c2ccc(S(N)(=O)=O)s2)cc1C(F)(F)F | -14% | 5% | -11% | 8% | 2% | -28 | 3%
CN(C)c1ccc(/C=N\NC(=O)c2ccc(Cn3cc(Cl)cn3)cc2)cc1 | -35% | 1% | 3% | 2% | ? | ? | -19%
CCCn1c(CN2CCN(c3ccc(OC)cc3)CC2)nc2c1c(=O)[nH]c(=O)n2C | . | . | . | -3% | 9% | 5 | 4%
Cc1ccc(NNC(=O)c2cc(C)on2)c(C)c1 | -20% | 2% | -8% | 3% | 3% | -24 | 0%
CCCCOc1ccc(C(=O)Nc2nc3c(s2)CC(C)CC3)cc1 (stereo not drawn) | . | . | . | -6% | 5% | 2 | -1%
O=C(COC(=O)c1ccc(S(=O)(=O)N2CCCCC2)cc1)Nc1ccccc1 | -20% | . | 5% | 3% | 1% | -22 | 6%
Oc1ccc(C=NNC(=S)Nc2cccnc2)nc1 | . | . | -2% | ? | . | -69* | .
Cc1cccc(C)c1NC(=O)N1C2CCC1CC(O)(c1cccnc1)C2 (stereo not drawn) | -5% | -1% | 14% | -2% | -7% | -9 | 3%
O=C(c1cc2cc(F)ccc2[nH]1)N1CCc2ccccc2C1 | -28% | 5% | 0% | -15% | ? | 3 | -8%
CSc1ccc(CNc2nc3ccccc3n3cnnc23)cc1 | -14% | 2% | 2% | -7% | 3% | ? | 0%
Cn1c(=O)c2cc(NC(=S)NC3CCCCC3)ccc2n1-c1ccccc1 | . | . | 1% | 3% | . | -6 | .
O=C1CCC[C@@H]2Cc3[nH]c4c(Cl)ccc(Cl)c4c3[C@@H]3CCN1[C@H]23 | 175%[activator] | 1% | 0% | -1% | -14% | -15 | -27%
COc1ccc(S(=O)(=O)N2CCOCC2)cc1NC(=O)c1ccc(SC)cc1OC | . | . | 0% | 1% | . | -33 | .
COC(=O)C(O)(CC(=O)Nc1ccc(Cl)cc1F)C(F)(F)F (stereo not drawn) | -7% | 1% | 7% | -1% | -11% | 23 | -1%
COc1ccc(Cc2nc3ccc(C(=O)N4CCC(C(N)=O)CC4)cc3o2)cc1 | . | . | 3% | -1% | . | 34 | .
CCN(CC(=O)NCc1cccs1)C(=O)c1cccc(S(=O)(=O)N2CCc3ccccc32)c1 | 26% | 0% | 0% | -15% | 0% | -22 | -5%
CC(C)Oc1cccc(C(=O)Nc2ccc(CN3CCOCC3)cc2)c1 | 25% | 2% | 37%[activator] | -14% | 3% | -30 | -4%
Cc1cc(-c2onc(C)c2C(=O)O)no1 | -10% | -5% | -4% | -2% | 6% | 54 | 12%
CCCNC(=O)c1cc(C2CCCCN2S(=O)(=O)c2ccc(C#N)cc2)on1 (stereo not drawn) | . | . | -20% | -3% | . | -19 | .
CCOc1cc2c(cc1OCC)-n1cccc1C(c1ccc(OC)cc1)NC2 (stereo not drawn) | 102%[activator] | 2% | -22% | 2% | -1% | -9 | -12%
CC(OC(=O)c1cc(=O)[nH]c2ccccc12)C(=O)N1C(C)CCCC1C (stereo not drawn) | -17% | . | 30%[activator] | 1% | 6% | -13 | 1%
Nc1nc(C(=O)N2CCOCC2)nn1S(=O)(=O)c1ccccc1 | -14% | 6% | -14% | 4% | ? | 5 | 0%
COc1ccc(S(=O)(=O)Nc2cccc(-c3ccc(N4CCCC4)nn3)c2)c(OC)c1 | . | . | . | -21% | -1% | -5 | 0%
COCCn1nnnc1SCC(=O)c1ccccc1 | -11% | -2% | 8% | -20% | 0% | 38 | -4%
CCc1ccc2cccc3c2c1N=CN3C | . | . | ? | -6% | . | -17 | .
CC(c1ccccc1)n1cnc2ccccc21 (stereo not drawn) | -21% | 0% | -5% | -5% | -1% | -7 | 2%

Sorted by molecular weight (low to high): some entries from above.
SMILES | AmpC inh no detg | LmPK inh | AMA1-RON2 inh | Tb PYK inh | AmpC inh detg | HCMV inh | Sm TGR block
Cc1cc(-c2onc(C)c2C(=O)O)no1 | -10% | -5% | -4% | -2% | 6% | 54 | 12%
CCc1ccc2cccc3c2c1N=CN3C | . | . | ? | -6% | . | -17 | .
CC(c1ccccc1)n1cnc2ccccc21 (stereo not drawn) | -21% | 0% | -5% | -5% | -1% | -7 | 2%
COCCn1nnnc1SCC(=O)c1ccccc1 | -11% | -2% | 8% | -20% | 0% | 38 | -4%
Nc1nc(C(=O)N2CCOCC2)nn1S(=O)(=O)c1ccccc1 | -14% | 6% | -14% | 4% | ? | 5 | 0%
COC(=O)C(O)(CC(=O)Nc1ccc(Cl)cc1F)C(F)(F)F (stereo not drawn) | -7% | 1% | 7% | -1% | -11% | 23 | -1%
CC(C)Oc1cccc(C(=O)Nc2ccc(CN3CCOCC3)cc2)c1 | 25% | 2% | 37%[activator] | -14% | 3% | -30 | -4%
CC(OC(=O)c1cc(=O)[nH]c2ccccc12)C(=O)N1C(C)CCCC1C (stereo not drawn) | -17% | . | 30%[activator] | 1% | 6% | -13 | 1%
CCOc1cc2c(cc1OCC)-n1cccc1C(c1ccc(OC)cc1)NC2 (stereo not drawn) | 102%[activator] | 2% | -22% | 2% | -1% | -9 | -12%
COc1ccc(Cc2nc3ccc(C(=O)N4CCC(C(N)=O)CC4)cc3o2)cc1 | . | . | 3% | -1% | . | 34 | .
CCCNC(=O)c1cc(C2CCCCN2S(=O)(=O)c2ccc(C#N)cc2)on1 (stereo not drawn) | . | . | -20% | -3% | . | -19 | .
CCN(CC(=O)NCc1cccs1)C(=O)c1cccc(S(=O)(=O)N2CCc3ccccc32)c1 | 26% | 0% | 0% | -15% | 0% | -22 | -5%

Assay outcomes deposited in PubChem by National Center for Advancing Translational Sciences (NCATS).
